From PubChem BioAssay
Pf Dd2 inh – qHTS Primary assay for Inhibitors of Plasmodium falciparum Dd2 growth in vitro. P. falciparum Dd2 growth, SYBR Green, 72 h. Potency, µM (highest dose often 28.9 µM), for the others: at the top dose activity, negative = inhibition, actives largely listed as inhibitors. 120,000 tested, 4.3% active. AID 1347417, 2020; active means well fitted inhibition curve with a large enough effect; inconclusive means small, poorly fitted or top-dose-only effect; inactive means no such curve, though single readings can be large or run the other way;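 further: plate controls were DMSO vehicle for no effect and reference drug for full effect; nearly all actives have a fitted effect of over 65% in size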
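Readout: SYBR Green fluorescence, 485 nm excitation, 535 nm emission, after ~16 h lysis at 37C. Before that, Dd2-infected red cells (2.5% hematocrit) grew 72 h with compound, 29 uM top final concentration.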
The depositor's hits bear a star; i = inactive; u = inconclusive; [ ] = remark or other dose. Potency means the concentration at half of the fitted maximal effect.

SMILES	Pf Dd2 inh
CC1=C[C@@H](CN2CCN(CCO)CC2)[C@H](C(C)C)C[C@H]1Cc1nnc(-c2ccc(N(C)C)cc2)o1	u
CC(=O)NC1(C)CCN(Cc2cccc(Nc3ccccc3)c2)C1 (configuration not stated)	u
CC(C)CCC(=O)N1CCC2(CC1)N(c1ccccc1)C(=O)CS2(=O)=O	3%
CCN1c2cc(C(=O)Nc3ccc(Br)cc3)ccc2C(=O)N2CCCC21 (configuration not stated)	-3%
O=C(N[C@@H]1CN(C(=O)c2ccc3ncccc3c2)CC[C@@H]1CO)C1CC1	-10%
O=C(NCCC1CCN(C(=O)Nc2cc(F)ccc2F)CC1)c1cc(F)ccc1F	-16%
CN(C)CC(=O)N1Cc2ccccc2CC2(CCCN2C)C1 (configuration not stated)	u
COc1ccc(-c2cc(N3CCCN(C(=O)c4ccc(C)cc4)CC3)n[nH]2)cc1	i
CC(=O)Nc1ccc(CN[C@@H]2CO[C@H](CNC(=O)NC(C)C)[C@H]2O)cc1	u
O=c1[nH]c2ccccc2n1C1CCN(c2nccc(-c3cccnc3)n2)CC1	11µM*
Cc1cccc(-c2noc([C@@H]3Cc4nc[nH]c4CN3C(=O)Nc3cccc(C#N)c3)n2)c1	-27%[44.1 µM]
COc1cc(CN2CCCCC23Cc2ccccc2CNC3=O)cc(OC)c1 (configuration not stated)	u
O=C1NCc2ccccc2CC12CCN(Cc1ccc(F)cc1)CC2	-23%
CC(=O)Nc1ccc(NC(=O)c2c(C)oc3ccn(Cc4ccc(F)cc4)c(=O)c23)cc1	u
Cc1nc2cccnc2n1C1CCN(C(=O)Nc2ccc(Cl)cc2)CC1	9%
CCCCN(CCCC)CCCNC(=O)c1cc(-c2ccc(Cl)s2)nc2ccccc12	5.6µM*
COc1ccc(CN2C(=O)[C@@H]3C[C@@H](O)CN3C3(CN(Cc4cccnc4)C3)C2=O)cc1	-16%[44.1 µM]
O[C@H]1[C@H](NCc2ccc(F)cc2)[C@H]2CO[C@H](O2)[C@@H]1N1CCC(Cc2ccccc2)CC1	-37%[44.1 µM]
O=C(c1ccccc1F)N1CCCn2cc(-c3ccccc3F)nc21	u
CC(C)c1ccc(CNC(=O)c2cc3n(n2)CC(c2ccc4c(c2)OCO4)OC3)cc1 (configuration not stated)	-6%
Cc1cccc(OCC(=O)Nc2ccc(-c3nc4ccccc4o3)cc2)c1C	17%
Cc1cc(C)n(CCC(=O)NC2CCCN(c3cc(-c4ccc(F)cc4)[nH]n3)C2)n1 (configuration not stated)	i
COC(=O)c1ccc(CN2C(=O)[C@@H]3C[C@@H](O)CN3C3(CN(C4CCN(C(C)=O)CC4)C3)C2=O)cc1	40%[activator]
C[C@@H](NC(=O)C1CCOCC1)c1onc(-c2cccnc2)c1C(=O)O	32%[activator][44.1 µM]
Cc1cc(C(=O)N[C@H]2CCOC[C@H]2C2CCOCC2)ccc1N1CCOCC1	-1%
O=C(CN1C(=O)COc2ccc(C(=O)COc3ccc(F)cc3)cc21)NCC1CCCO1 (configuration not stated)	i
Cc1c(Cl)cccc1-c1ccc(CNCCSc2nnnn2-c2ccccc2)o1	50%[activator]
COc1ccc(Cn2c(CCC(=O)Nc3ccc(C)c(C)c3)nc3cccnc32)cc1	-18%
CCCCN(Cc1ccccc1)C(=O)CN(C)S(=O)(=O)c1ccc2c(c1)c(=O)n(C)c(=O)n2C	u
CCc1ccccc1N1CC(c2nc3ccccc3n2CCC2CCCCC2)CC1=O (configuration not stated)	u
CCOC(=O)C(Cc1c[nH]c2ccccc12)NC(=O)COc1ccc(Cl)cc1 (configuration not stated)	-6%
O=C(O)Cn1nc(-c2ccncc2)nc1C1CCOC1 (configuration not stated)	-4%
Cc1cccc(C)c1-c1cc(C(=O)NC2CC2)c2cnn(C)c2n1	1%
O=C(C1NCCc2[nH]cnc21)N1CCc2c(nc(CC3CC3)[nH]c2=O)C1 (configuration not stated)	-22%
COc1ccc(-n2nc(C3CCCN(CC4CCCCC4)C3)[nH]c2=O)cc1 (configuration not stated)	u
Cc1cnc(C(=O)N2CC[C@H](CO)[C@H](NC(=O)C3CC3)C2)cn1	0%
CCOc1ccc(C(=O)N2CCCC3(C2)NC(=O)N(Cc2cccc(Cl)c2)C3=O)cc1 (configuration not stated)	u
O=C(CSc1nc2ccsc2c(=O)n1Cc1ccccc1Cl)NCc1ccc(Cl)cc1	-12%
O=C(COc1ccc(F)cc1)N1CCC2(CC1)NCCc1c2[nH]c2ccccc12	10µM*
COCCNC(=O)C1CN(Cc2ccccc2)C(=O)N1 (configuration not stated)	8%[44.1 µM]
COc1ccccc1CNC(=O)c1cc2c(s1)CCN(C(=O)c1ccc(C)cc1)C2	u
O=C1N(c2ccccc2)c2ccccc2C12CCN(Cc1ccc(C(F)(F)F)cc1)C2 (configuration not stated)	u
COc1ccc(CNC(=O)C[C@@H]2[C@H](O)CC[C@@H]3[C@]4(C)CO[C@@H](CNC(=O)C5CCCC5)O[C@@H]4CC[C@]32C)cc1	u
O=C(OCC1CCCO1)c1ccc2c(c1)N(Cc1c(F)cccc1Cl)C(=O)c1ccccc1S2(=O)=O (configuration not stated)	u
Cc1cc(NC(=O)c2ccccc2Cl)ccc1NC(=O)c1ccccc1	39%[activator]
COc1ccc(-c2cnc(C)o2)cc1S(=O)(=O)Nc1ccc(C)c(N(C)C)c1	u
Cc1ccccc1C(=O)Nc1ccc2nc(N3CCCCC3)cc(C)c2c1	i
Cn1c(=O)c(=O)n(C)c2cc(S(=O)(=O)N3CCN(c4ccccc4)CC3)ccc21	16%
COC[C@H]1CCCN1C(=O)[C@@H](C)C1CC[C@@]2(C)CC[C@H](NC(=O)c3ccc(C#N)cc3)[C@@H](C)[C@@H]2[C@H]1O (some centres not stated)	-28%
COc1cc(C)c(-c2nc(CN3CCCC(CN)C3)c(C)o2)cc1C (configuration not stated)	u

Continuation:
SMILES	Pf Dd2 inh
COCCn1c(=O)n([C@H]2CCCN(C(=O)NCCc3ccccc3)C2)c2ncccc21	-14%
O=C(O)COc1ccc(-c2nccc3c2C(=O)N(Cc2cccc(C(F)(F)F)c2)CC(CNC(=O)c2cccc(Cl)c2)O3)cc1 (configuration not stated)	10µM*
O=C(Nc1ccccc1)[C@H]1O[C@H](CCN2CCN(c3ccc(F)cc3)CC2)CC[C@@H]1O	u
CC1=C(C(=O)N2CC3CC(C2)[C@H]2CCCC(=O)N2C3)C2(CCCCC2)OC1=O (some centres not stated)	-1%
CCCn1nc(C)cc1CN(C)C(=O)c1ccc2c(c1)C(O)CCCCCN2CCOC (configuration not stated)	i
CCNC(=O)N1CCN(Cc2c(C)noc2C)CC1	-3%
Cc1cccc(OCC2(CNC(=O)c3cccc(F)c3)C[C@@H](O)[C@@H](O)C2)n1 (some centres not stated)	i
Cc1ccc(-n2nc(-c3ccc(F)cc3)c3cnc4cc5c(cc4c32)OCO5)cc1C	11%
CCOCCn1c(=O)n(CCn2cc(Cl)cn2)c2cc(C(=O)O)cnc21	14%
COc1ccc(Nc2cc3c(cn2)CN(C)CCN3)cc1OC	-10%[44.1 µM]
Cn1c(=O)oc2cc(S(=O)(=O)Nc3ccc(C(=O)O)cc3)ccc21	5%
Cc1cc(N2CCC3(CC2)C(C(=O)O)CC(=O)N3C)ccn1 (configuration not stated)	19%
COc1cccc(NC(=O)CSc2nc3c(oc4ccccc43)c(=O)n2Cc2ccco2)c1	u
COCCOCc1nc(C2CCN(C(=O)Nc3ccccc3)CC2)no1	-7%
COc1ccc(NC(=O)c2ccc3c(c2)OCCN(c2ccccc2)C3)c(F)c1	10µM*
C[S+](=O)([O-])N1CCC2(CC1)C(=NC1CCCCC1)NC(=O)N2c1cccnc1	12%
Cc1cccc(NC(=O)N2CCN(C(=O)c3nsc4ccccc34)CC2)c1C	i
CC(=O)N[C@@H]1[C@@H](NC(=O)c2cn[nH]n2)[C@H]2CCO[C@H]21	-1%
CC(C)=CC(=O)NCCC[C@H](NC(=O)[C@@H]1[C@@H](NC(=O)Nc2ccc(F)cc2F)CCN1C(=O)C=C(C)C)C(N)=O	7%
FC(F)(F)c1cccc(N2CCN(Cc3nnc(-c4ccc5c(c4)OCO5)o3)CC2)c1	42%[activator]

Some of these compounds in order of number of heavy atoms, lowest first.
SMILES	Pf Dd2 inh
Cc1cc(N2CCC3(CC2)C(C(=O)O)CC(=O)N3C)ccn1 (configuration not stated)	19%
C[S+](=O)([O-])N1CCC2(CC1)C(=NC1CCCCC1)NC(=O)N2c1cccnc1	12%
FC(F)(F)c1cccc(N2CCN(Cc3nnc(-c4ccc5c(c4)OCO5)o3)CC2)c1	42%[activator]
COc1cccc(NC(=O)CSc2nc3c(oc4ccccc43)c(=O)n2Cc2ccco2)c1	u
CC(C)=CC(=O)NCCC[C@H](NC(=O)[C@@H]1[C@@H](NC(=O)Nc2ccc(F)cc2F)CCN1C(=O)C=C(C)C)C(N)=O	7%

Remaining list, next part
SMILES	Pf Dd2 inh
O=C(O)c1cccc(CN2CC(CNc3ccccc3)C3(C2)CN(c2ccccc2)C3)c1 (configuration not stated)	u
O=C(Cn1ccn2nc(-c3ccc(F)cc3)c(CO)c2c1=O)Nc1ccccc1	-9%
COc1ccc(-c2noc([C@@H]3C[C@@H](O)CN3Cc3ncc[nH]3)n2)cc1	-16%[44.1 µM]
Fc1cccc(Nc2cnc3ccc(-c4ccccc4)nn23)c1	u
CCOc1ccc(-c2c(C)nn3c(C)c(C(=O)NCCc4ccccc4)cnc23)cc1OCC	9%
Cc1ccc2nc(COc3cccc(NC(=O)COc4ccccc4F)c3)cc(=O)n2c1	14%
O=C(c1ccccn1)N1CCC(Nc2cccnc2)C1 (configuration not stated)	25%[5.79 µM]
Cc1ccc(C)c(N2CCN(Cc3csc(C)c3)CC2)c1	u
CCOc1ccccc1CN1CCCCCCNC(=O)[C@@H]2CCC[C@@H]21	2.8µM*
CN(C)c1cccc(C(=O)N2CCC3(CC2)N=C(c2ccc(Br)cc2)NO3)c1	i

Reprinted from the part before: five compounds, then new ones.
SMILES	Pf Dd2 inh
Cc1ccc2nc(COc3cccc(NC(=O)COc4ccccc4F)c3)cc(=O)n2c1	14%
O=C(c1ccccn1)N1CCC(Nc2cccnc2)C1 (configuration not stated)	25%[5.79 µM]
Cc1ccc(C)c(N2CCN(Cc3csc(C)c3)CC2)c1	u
CCOc1ccccc1CN1CCCCCCNC(=O)[C@@H]2CCC[C@@H]21	2.8µM*
CN(C)c1cccc(C(=O)N2CCC3(CC2)N=C(c2ccc(Br)cc2)NO3)c1	i
CC(=O)N1CCCc2cc(S(=O)(=O)N3CCCC(C(=O)N4CCN(c5cc(C)ccc5C)CC4)C3)ccc21 (configuration not stated)	u
OCCc1cc(CC2(NCc3ccccc3F)COC2)no1	-1%[44.1 µM]
CCOc1cc(CNC(=O)C(NS(=O)(=O)c2cccs2)C(C)C)cc(OCC)c1OCC (configuration not stated)	23%
Cc1nc(-c2ccc(Cl)cc2)sc1CCNC(=O)C(=O)Nc1ccc2c(c1)OCCO2	i
COc1ccc(CCNC(=O)c2ccc3c(c2)CCN3S(=O)(=O)c2ccc(Cl)cc2)cc1	u
COC(=O)CNC(=O)C(Cc1ccccc1)NS(=O)(=O)c1ccc2c(c1)c(=O)n(C)c(=O)n2C (configuration not stated)	u
COc1ccc(OC)c(CNC(=O)c2cc(=O)[nH]c3ccc(S(=O)(=O)N4CCCCC4C)cc23)c1 (configuration not stated)	u
Cc1cc(C)n(-c2nc3ccccc3nc2Nc2cc(Cl)ccc2C)n1	31%[activator]
Cn1nc(C2CCNC2)c2c(C(=O)NCc3cccs3)cc(C3CC3)nc21 (configuration not stated)	-27%
CC[C@H]1CN2CC[C@H]1C[C@@H]2CN(Cc1ccc(SC)cc1)Cc1ccc(SC)cc1	3.5µM*
CN1CC(=O)N(c2ccccc2)Cc2c(NCCO)ncnc21	i
CNC(=O)[C@@H]1CN(Cc2cccc(OC)c2)C[C@H]1CO	-8%
Cn1cccc1C(=O)C(=O)N1CCN(c2cccc(Cl)c2)C(=O)C1	-13%
CCOc1ccc(CC(=O)NC2CCN(c3cc(-c4ccc(F)cc4)[nH]n3)CC2)cc1OCC	u
Cc1ccccc1N1Cc2c(NCC3CC3)ncnc2N(C)CC1=O	-3%
Cc1ccc(OCC(=O)Nc2ccc3nn(-c4ccc(C)cc4)nc3c2)cc1	70%[activator]
O=C(N[C@H](Cc1ccccn1)C1CC(O)C1)c1cccc(-n2cnnc2)c1 (some centres not stated)	2%
O=C(c1ccccc1)N1CCc2nc(-c3ccccc3)nc(-c3ccc(Cl)cc3)c2C1	-14%
O=C(NC1CC(=O)N(c2ccc(F)cc2)C1)c1ccc2c(c1)OCO2 (configuration not stated)	78%[activator]
COc1cc(F)cc(-c2cccc(CCOc3cnc4c(ccn4CC(=O)O)c3)c2)c1	i
Cc1ccc(-c2cn3nc(N4CCCC(C(=O)NCc5ccc(F)cc5)C4)sc3n2)cc1 (configuration not stated)	i
CC1CCc2c(sc(NC(=O)c3cc4nc(-c5ccc(Cl)cc5)cc(C(F)(F)F)n4n3)c2C#N)C1 (configuration not stated)	72%[activator]
O=C(O)c1ccc(CN2CC(CNC(=O)c3ccccc3)C3(C2)CN(c2ccccc2)C3)cc1 (configuration not stated)	u
COc1ccc(C(=O)NC2CCN(c3cc(-c4ccc(Cl)cc4)[nH]n3)CC2)cc1	25%
COCc1nc(CCNC(=O)NCCc2ccccc2)no1	40%[activator]

Some values from the list.
Under Pf Dd2 inh, COC(=O)c1ccc(CN2C(=O)[C@@H]3C[C@@H](O)CN3C3(CN(C4CCN(C(C)=O)CC4)C3)C2=O)cc1 reads 40%[activator]
Under Pf Dd2 inh, O=C(c1ccccn1)N1CCC(Nc2cccnc2)C1 (configuration not stated) reads 25%[5.79 µM]

An excerpt. The share of hits here may be higher or lower than overall.
